# 15-hLO inh: qHTS Assay for Inhibitors of 15-hLO (15-human lipoxygenase) | Potency, µM (top dose mostly 57.1 µM), for the others: at the highest dose activity change, negative = inhibition, usual class: inhibitors | AID 887, 2007 | purified 15hLO-1, xylenol orange hydroperoxide absorbance | hit rate 1.4% among 74,000; further: potency means the concentration at half of the fitted maximal effect; on the % scale 0 is the no-effect control and ±100 the full control effect; nearly all actives have a fitted effect of over 55% in size
# Target sequence (P16050 whole entry, looked up): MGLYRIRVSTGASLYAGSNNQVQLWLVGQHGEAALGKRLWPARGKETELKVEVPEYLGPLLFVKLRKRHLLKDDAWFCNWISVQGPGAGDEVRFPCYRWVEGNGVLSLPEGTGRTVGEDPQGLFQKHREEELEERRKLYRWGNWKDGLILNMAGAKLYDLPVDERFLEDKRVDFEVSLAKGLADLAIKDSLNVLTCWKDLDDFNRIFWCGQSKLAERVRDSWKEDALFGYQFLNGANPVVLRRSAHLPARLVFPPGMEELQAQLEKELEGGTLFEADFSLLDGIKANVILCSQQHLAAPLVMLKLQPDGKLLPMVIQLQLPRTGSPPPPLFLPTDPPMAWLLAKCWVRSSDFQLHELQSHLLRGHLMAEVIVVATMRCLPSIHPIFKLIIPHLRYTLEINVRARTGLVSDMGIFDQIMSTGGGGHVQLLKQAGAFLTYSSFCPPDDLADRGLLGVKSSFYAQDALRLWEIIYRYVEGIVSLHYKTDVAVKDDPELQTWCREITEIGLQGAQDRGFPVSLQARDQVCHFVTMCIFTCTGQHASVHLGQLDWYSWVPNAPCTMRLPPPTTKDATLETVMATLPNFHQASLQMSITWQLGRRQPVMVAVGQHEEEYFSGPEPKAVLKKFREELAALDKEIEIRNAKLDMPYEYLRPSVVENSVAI
#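 Inhibition is scored from a chromogenic endpoint. After 15 min enzyme-compound contact, arachidonic acid (50 uM final) reacts 6 min with 40 nM 15hLO-1 at room temperature, then Fe-XO reagent is added for 30 min and absorbance ratio recorded.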
# HADH2 inhib: qHTS Assay for Inhibitors of HADH2 (Hydroxyacyl-Coenzyme A Dehydrogenase, Type II); 3-hydroxyacyl-CoA dehydrogenase type-2 (Homo sapiens), Q99714; recombinant HADH2, NADH fluorescence, beta-hydroxybutyryl-CoA; Potency, µM (series often up to 57.1 µM), for inactives: at the top dose activity change, negative = inhibition, usual class: inhibitors; hit rate 3.4% among 73,000; AID 886, 2007; further: potency means the concentration at half of the fitted maximal effect; on the % scale 0 is the no-effect control and ±100 the full control effect; nearly all actives have a fitted effect of over 60% in size; many of its hits are not listed in these tables
# Target sequence (Q99714 whole entry, looked up, one chain of several): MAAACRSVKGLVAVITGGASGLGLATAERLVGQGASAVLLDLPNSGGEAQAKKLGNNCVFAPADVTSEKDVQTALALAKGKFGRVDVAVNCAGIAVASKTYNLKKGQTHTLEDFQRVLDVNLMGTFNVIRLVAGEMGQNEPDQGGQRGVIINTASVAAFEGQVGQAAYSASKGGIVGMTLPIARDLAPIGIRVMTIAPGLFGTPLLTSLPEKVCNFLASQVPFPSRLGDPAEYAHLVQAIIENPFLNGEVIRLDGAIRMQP
#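 E. coli-expressed His-tagged HADH2 tested at 20 nM in alkaline Tris buffer (pH 9.0); oxidation of 90 uM beta-hydroxybutyryl-CoA with 1 mM NAD+ tracked fluorimetrically for 4 min.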
# Hsp90 Hop PPI: qHTS Assay for Disrupters of an Hsp90 Co-Chaperone Interaction. Hsp90 C-terminal peptide / TPR2A (Hop) interaction, human. AlphaScreen TPR2A-His6 binding biotin-Hsp90 C-terminal peptide. Potency, µM (highest dose often 57 µM), inactives show at the highest dose activity change, negative = inhibition. hit rate 0.44% among 71,000. AID 595, 2007; active means well fitted curve in either direction with a large enough effect; inconclusive means small, poorly fitted or top-dose-only effect, or another doubt; further: potency means the concentration at half of the fitted maximal effect; on the % scale 0 is the no-effect control and ±100 the full control effect; many of its hits are not listed in these tables
# FLuc inh: qHTS Assay for Inhibitors of Firefly Luciferase | purified firefly luciferase, luminescence, 8 min | Potency, µM (series often up to 57.1 µM), inactives show at the top dose activity change, negative = inhibition, usual class: inhibitors | hit rate 2.2% among 72,000; further: potency means the concentration at half of the fitted maximal effect; on the % scale 0 is the no-effect control and ±100 the full control effect; nearly all actives have a fitted effect of over 40% in size
#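 Compounds were tested as concentration series (qHTS) against purified P. pyralis luciferase with luciferin and 10 uM ATP in 50 mM imidazole pH 7.2, 50 mM KCl, 7 mM MgCl2, 0.01% Tween 20, 0.05% BSA. Luminescence was read after 8 min at ambient temperature.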
# GFP derepression: qHTS Assay for Epigenetic Modulators. Potency, µM (titrated, usually from 46.1 µM), for the others: at the top dose GFP derepression (activation). mouse C127i GFP locus derepression, cytometry, 30 h. hit rate 0.09% among 68,000; further: % of control where 0% means no effect
#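 Derepression screen: silenced CMV-GFP reporter in murine C127i cells, 30 h compound incubation at 37 C, washed cells imaged by laser-scanning cytometer to enumerate GFP-expressing objects of 20 to 120 um.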
# CRE-bla Fsk: Cell signaling CRE-BLA (Fsk stim); CHO CRE-bla reporter (cAMP response element driving beta-lactamase), forskolin EC10, beta-lactamase ratio; AID 662, 2007; hit rate 2.5% among 71,000; Potency, µM (highest dose often 38.2 µM), for the others: at the top dose activity change, negative = inhibition, usual class: activators; active means well fitted activation curve with a large enough effect in the signal ratio, with a control signal flat, not every such curve was filed as active; inconclusive means small, poorly fitted or top-dose-only effect, or effect the other way, or a change in a side signal; the % refers to the signal ratio; further: potency means the concentration at half of the fitted maximal effect; % of control where 0% means no effect
#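 qHTS titration format; CRE-bla CHO reporter; stimulus EC10 NKH 477, a water-soluble forskolin. Read: CCF4 460/530 nm ratio. Potency expressed as AC50 for activators or inhibitors.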
# DNA Pol III inh: qHTS Assay for Inhibitors of DNA Polymerase III Holoenzyme System. hit rate 0.25% among 71,000. reconstituted DNA polymerase III holoenzyme replication, biochemical. Potency, µM (highest dose often 57.1 µM), for the others: top-dose activity change, negative = inhibition; further: potency means the concentration at half of the fitted maximal effect; on the % scale 0 is the no-effect control and ±100 the full control effect
#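 Reconstituted *E. coli* holoenzyme (0.35 nM Pol III, 1 nM beta, 154 nM SSB, 2 nM primase) was preincubated with compound for 15 min at RT. Synthesis on 1.4 nM ssM13Gori ran 35 min, then was stopped with PicoGreen/EDTA and read as dsDNA fluorescence.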
# UbGFP stabilizer: Ubiquitin-GFP Assay | Ubiquitin-GFP reporter cells, proteasome inhibition, GFP fluorescence; response scale: untreated = 0%, 10 µM MG-132 = 100% | Potency, µM (highest dose often 45.9 µM), without a hit: at the highest dose activation (GFP accumulation), actives largely listed as activators | 67,000 tested, under 10 active | AID 526, 2006; active means well fitted activation curve with a large enough effect, not every such curve was filed as active; inconclusive means small, poorly fitted or top-dose-only effect, or another doubt; inactive means no such curve, though single readings can be large or run the other way; further: potency means the concentration at half of the fitted maximal effect
#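 Proteasome block read as GFP accumulation: ubiquitin(G76V)-GFP U2OS cells exposed to compound (2.9 nM–46 uM) for 4 hr at 37 C. Normalization used untreated cells as 0% and 10 uM MG-132 as 100%; concentration-response curves fitted.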
# ERK AVP block: qHTS Assay for Inhibitors of the ERK Signaling Pathway using a Homogeneous Screening Assay | Potency, µM (titrated, usually from 57.5 µM), inactives show top-dose activity, negative = inhibition, most hits filed as inhibitors | hit rate 0.99% among 72,000 | HEK293-V1b, vasopressin-stimulated pERK AlphaScreen; further: potency means the concentration at half of the fitted maximal effect; on the % scale 0 is the no-effect control and ±100 the full control effect; nearly all actives have a fitted effect of over 55% in size
#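 Overnight-seeded V1b-HEK293 cells in 1% FBS got compound, then vasopressin (25 nM final, 5 min, 37C), then lysis buffer. AlphaScreen detection of phospho-ERK; activity normalized to basal and full-stimulation controls.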
# Tau fil binding: qHTS Assay for Tau Filament Binding; recombinant tau filaments, thioflavin S fluorescence, 15 h; filaments grown with octadecylsulfate alongside compound; hit rate 2% among 71,000; AID 596, 2007; Potency, µM (highest dose often 57.1 µM), for inactives: at the highest dose activity change, negative = inhibition;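 further: potency means the concentration at half of the fitted maximal effect; on the % scale 0 is the no-effect control and ±100 the full control effect; actives lower thioflavin S fluorescence by blocking filaments or displacing dye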
#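 His-tagged recombinant human tau (exons 2, 3, 10; 1 uM final) fibrillized with 30 uM sodium octadecylsulfate, 15 h at 37 C, in pH 7.4 HEPES buffer with 10 uM thioflavine S and 5 mM DTT. Reduced ThS fluorescence (450/510 nm) marks activity.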
# HBB splicing: qHTS Assay for Modulators of Hemoglobin Beta Chain Splicing; HBB splicing reporter cell assay, activation; EGFP reporter with mutant IVS2-654 intron; response scale: normalised to 500 nM splice-correcting PNA; Potency, µM (series often up to 46.1 µM), for the others: at the top dose activation, actives largely listed as activators; hit rate 0.06% among 65,000; AID 925, 2007; further: potency means the concentration at half of the fitted maximal effect; 0% is about no effect
#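 Compounds were applied for 2 days to HeLa EGFP-654 cells, 500/well in Optimem with 2% FCS. The reporter's EGFP is disrupted by mis-splicing of beta-globin intron IVS2-654. Readout: summed well GFP fluorescence from 488 nm laser scanning; reference was 500 nM antisense […] 654 PNA.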
# An asterisk follows results filed as active; ? = inconclusive; . = not tested or not shown; [ ] = another dose, or the depositor's remark. Unless noted, the call rests on the fitted dose curve; in most records, active means well fitted curve in the direction sought with a large enough effect; inconclusive means small, poorly fitted or top-dose-only effect, or another doubt; inactive means no such curve, though single readings can be large; an effect the other way counts as inactive or inconclusive. Not all compounds are listed; rates above refer to the full screens.
SMILES	DNA Pol III inh	15-hLO inh	HADH2 inhib	Tau fil binding	FLuc inh	UbGFP stabilizer	GFP derepression	ERK AVP block	CRE-bla Fsk	Hsp90 Hop PPI	HBB splicing
CC(C)(C)n1nnnc1C(c1cccs1)N(Cc1ccccc1)Cc1ccco1 (centres undefined)	-4%	-13%	-1%	-10%	-4%	-4%	-1%	9%	?	20%	-0.5%[57.5 µM]
COc1ccccc1CNc1ccc(N2CCOCC2)c(C(=O)O)c1	0%	2%	-24%	8%	0%	-1%	2%	15%	-1%	-1%	1.9%[57.5 µM]
CCOC(=O)C1CCCN(C(=O)c2cc(-c3ccc(C)cc3)on2)C1 (centres undefined)	4%	-4%	6%	4%	-21%	-7%	-3%	-18%	?	4%	0.7%
COc1ccc(Oc2ncc3ncc(=O)n(C)c3n2)cc1	-8%	11%	1%	-2%	-1%[11.4 µM]	0%	-2%[9.22 µM]	-7%	?	-8%	0.6%
CC(C)(C)c1csc(NC(=O)Cn2c(=O)oc3ccccc32)n1	-3%	-26%	16µM*	-3%	-2%	8%	0%	-4%	10%	-1%	-0.5%
CCCN1CCN(c2ncnc3c2nnn3Cc2ccccc2)CC1	-8%	12%	7%	10%	0%	-1%	3%	-16%	7%	-1%	.
COc1ccc(S(=O)(=O)Nc2ccc3c(c2)OCO3)cc1Cl	-1%	-10%	-8%	20µM*	-2%	0%	2%	-8%	8%	-11%	-0.6%
O/N=C1\CC(O)Cc2nonc21 (centres undefined)	-6%	0%	1%	-3%	1%	-5%	4%	4%	-3%	1%	-2.5%[57.5 µM]
Cc1ccc(-c2nc3cccnc3s2)cc1NC(=O)c1ccco1	-4%	-3%	?	3%	-1%	0%	0%	16%	?	2%	-4.2%
CN(Cc1ccccc1)S(=O)(=O)c1ccc(C(=O)Nc2nnc(C3CC3)o2)cc1	-2%	117%[activator]	-5%	5%	0%	5%	0%	25%	-9%	?	-0.4%
Cc1ccc(-n2ncc3c(=O)n(-c4ccc(C)c(C)c4)c(C)nc32)cc1	-3%	-8%	2%	1%	0%	3%	-1%	29%	21%	-3%	-2.6%
Nc1sccc1C(=O)c1ccccc1	-10%	-6%	?	?	-5%	-1%	-1%	-6%	0%	-5%	.

# (listing goes on)
SMILES	DNA Pol III inh	15-hLO inh	HADH2 inhib	Tau fil binding	FLuc inh	UbGFP stabilizer	GFP derepression	ERK AVP block	CRE-bla Fsk	Hsp90 Hop PPI	HBB splicing
O=C(Nc1ccc2c(c1)nc1n2CCN(C2CCCCC2)C1)c1ccco1	-8%	-29%	-6%	25µM*	-6%	-3%	-3%	-11%	-15%	-8%	5.0%
O=C(CCn1c(=O)sc2ccccc21)Nc1cccnc1	-3%	5%	0%	9%	-1%	-9%	-2%	16%	-19%	-2%	3.2%
CCCn1c(C(C)NC(=O)c2ccccc2)nc2ccccc21 (centres undefined)	1%	0%	12%	-4%	-1%	28%	0%	4%	25%	1%	-0.9%
Cc1nc(SCC(=O)O)c2oc3ccccc3c2n1	-3%	11%	-4%	-9%	-2%	3%	0%	-14%	?	3%	-0.2%[57.5 µM]
O=c1c2oc3ccccc3c2ncn1Cc1ccccc1F	-1%	0%	-2%	6%	-1%	0%	2%	8%	?	2%	-0.3%[0.369 µM]
COc1cc([C@H]2[C@@H]3CCCC[C@]3(O)CCN2CC(=O)Nc2ccc(C)cc2C)ccc1O	2%	4%	7%	-11%	1%	-4%	-1%	8%	-6%	-7%	-2.4%[57.5 µM]
Cc1cc(C)n(C(=O)CCNC(=O)c2ccccc2Br)n1	-6%	-1%	8%	14%	2%	8%	0%	-28%	-4%	2%	7.6%
Cc1cc2nn(-c3cccc4ccccc34)nc2cc1N	-4%	?	25µM*	7.9µM*	-11%	-1%	0%	-23%	21%	3%	-0.8%
Cc1cc(C)cc(NC2=NCC(=O)N2Cc2ccccc2)c1	6%	-5%	-13%	4%	1%	3%	-2%	-5%	-10%	0%	-0.3%[57.5 µM]
CCOC(=O)c1ccc(NC(=O)CC2COc3ccccc3O2)cc1 (centres undefined)	-1%	-10%	2%	-9%	1%	-3%	2%	21%	-16%	?	-1.0%
N#Cc1c(-c2ccco2)c2c([nH]c1=S)CCCC2	-26%	16µM*	7.9µM*	32µM*	-21%	9%	0%	?	5%	-7%	0.8%
O=C(c1cc(C(F)(F)F)cc(C(F)(F)F)c1)N1CCC2(CCCN(Cc3ccncc3)C2)CC1	0%	24%	0%	-13%	1%[11.4 µM]	1%	2%[9.22 µM]	5%	-3%	-1%	2.5%

# Next section.
SMILES	DNA Pol III inh	15-hLO inh	HADH2 inhib	Tau fil binding	FLuc inh	UbGFP stabilizer	GFP derepression	ERK AVP block	CRE-bla Fsk	Hsp90 Hop PPI	HBB splicing
CCN(CC)C(=O)C1CCC(CNS(=O)(=O)c2cccc3cccnc23)CC1 (centres undefined)	-9%	-1%	0%	-15%	0%	9%	-2%	-6%	-4%	-3%	-0.3%
CC(C)NC[C@H](O)c1cc(O)cc(O)c1	-3%[25.6 µM]	9%[25.6 µM]	-6%[25.6 µM]	0%[25.6 µM]	13%[25.5 µM]	-3%[20.5 µM]	0%[20.6 µM]	-2%[25.7 µM]	-1%[17.1 µM]	0%[26 µM]	1.5%[20.6 µM]
Cc1ccc(-c2nn(CC(=O)NCc3ccco3)c(=O)c3ccccc23)cc1	2%	-8%	4%	6%	1%	-14%	3%	27%	3%	3%	0.7%
Cc1ccc2c(COC(=O)C3=COCCO3)cc(=O)oc2c1	1%	3%	3%	4%	?	1%	2%	-7%	3%	-3%	-3.6%
O=C(O)c1cc2nc3c(c(C(F)(F)F)n2n1)CCc1ccccc1-3	-7%[11.4 µM]	-4%[11.4 µM]	-9%[11.4 µM]	-4%[11.4 µM]	-1%	6%[9.17 µM]	-2%	-23%	?	-1%[11 µM]	2.1%[0.0738 µM]
Cn1cc[nH]c1=S	-5%[25.6 µM]	-17%	-11%	-4%[25.6 µM]	4%[25.5 µM]	7%[20.5 µM]	0%[20.6 µM]	7%	9%[17.1 µM]	-4%[26 µM]	-1.7%[20.6 µM]
Cc1ccc(OCc2nnc(SCC(=O)N3CCOCC3)n2C)cc1	-6%	4%	-1%	7%	-1%	-2%	1%	-13%	?	-4%	-2.8%
O=C(CSc1nc2ccccc2o1)c1cc2ccccc2oc1=O	-8%	22%	-20%	25µM*	-3%	0%	0%	?	-14%	-20%	-1.0%
Cc1noc(C)c1S(=O)(=O)N(CC(=O)Nc1ccc2c(c1)OCO2)c1ccc(C(C)C)cc1	-8%	-2%	6%	28%	1%	9%	-3%	-9%	10%	0%	-0.7%
O=C(CSc1ncc(C(F)(F)F)cc1Cl)N1CCN(S(=O)(=O)c2ccccc2)CC1	-1%	-1%	6%	16%	2%	-2%	4%	15%	5%	6%	0.3%[57.5 µM]
CN(c1ccccc1C(=O)Nc1ccccc1C(=O)NCc1ccco1)S(C)(=O)=O	3%	-2%	-22%	4%	1%	-8%	3%	-19%	-17%	-5%	0.1%
CC1CC(C)CN(C(=O)C2CCCN(S(=O)(=O)c3cccc4nonc34)C2)C1 (centres undefined)	7%	-24%	-2%	?	0%	5%	-2%	25%	-13%	-13%	4.0%
CCCOc1ccc(S(=O)(=O)NCCCN2CCOCC2)c2ccccc12	-5%	1%	7%	6%	0%	0%	-2%	-19%	-1%	-5%	-2.9%
CCNC(=O)C1CC(=O)N(c2ccc(Br)cc2)C1 (centres undefined)	-7%	-2%	9%	-21%	-5%	4%	-2%	3%	0%	-2%	.
COc1ccc(CCNC(=O)CN(c2ccc(C)cc2)S(=O)(=O)c2c(C)noc2C)cc1OC	-4%	1%	9%	3%	0%	6%	4%	24%	8%	-2%	0.0%

# Screening results: PubChem BioAssay, National Center for Advancing Translational Sciences (NCATS)
